Assay outcomes: PubChem BioAssay, several laboratories
Wnt act = Wnt/beta-catenin pathway activation; Wnt/beta-catenin reporter cell assay, activator, plate reader; hit rate 1.2% among 300,000; activation, % at 9.35 µM; in the data active means activation above about 30%, passing the limit was not always enough; inconclusive means no clear call, values can overlap the other calls;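 further: 0% = neutral control wells and 100% = positive control wells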
RTF Ca sens act = cardiac RTF calcium sensitization | activation, % at 7.2 µM | hit rate 0.24% among 340,000 | IANBD-labeled TnC RTF fluorescence at EC20 calcium; 0% EC20 calcium, 100% full calcium | P19429+P45379;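 active means activation above the mean over all tested compounds plus 3 SD, cut at about 30% in these data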;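 further: rise in fluorescence read as greater calcium sensitivity of cardiac thin filaments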
dFosB act = activators of mouse delta FosB homodimer. activation, % at 25 µM. P13346. hit rate 0.99% among 340,000. AID 493131. purified delta FosB, TAMRA-CDK5 oligo fluorescence polarization; percent of positive-control signal above neutral wells;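 active means mean activation above about 17%, with every replicate also reaching it, limit read from the data, passing the limit was not always enough; inconclusive means only one of the two conditions met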;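 further: fluorescence polarization rise as delta FosB binds a TAMRA Cdk5 AP-1 oligo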
PvdQ acylase = P. aeruginosa PvdQ acylase inhibition. inhibition, % at 10 µM. purified PvdQ acylase, fluorescence plate reader. hit rate 0.063% among 340,000; in the data active means inhibition above about 30%, passing the limit was not always enough; inconclusive means no clear call, values can overlap the other calls;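 further: 0% = vehicle neutral wells and 100% = reference inhibitor wells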
HTR5A ag ctr = HTR5A agonism, opioid heterodimer counter-screen; hit rate 0.61% among 340,000; P47898; activation, % at 9.3 µM; HTR5A agonist assay, luminescence, cell-based; AID 504692; in the data active means activation mostly above about 9.5%, no sharp cut-off; inactive means mostly below about 7.6%;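 further: 0% = cells with vehicle only and 100% = reference agonist; strong numbers were not always called active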
Target sequence (P47898 whole entry, looked up): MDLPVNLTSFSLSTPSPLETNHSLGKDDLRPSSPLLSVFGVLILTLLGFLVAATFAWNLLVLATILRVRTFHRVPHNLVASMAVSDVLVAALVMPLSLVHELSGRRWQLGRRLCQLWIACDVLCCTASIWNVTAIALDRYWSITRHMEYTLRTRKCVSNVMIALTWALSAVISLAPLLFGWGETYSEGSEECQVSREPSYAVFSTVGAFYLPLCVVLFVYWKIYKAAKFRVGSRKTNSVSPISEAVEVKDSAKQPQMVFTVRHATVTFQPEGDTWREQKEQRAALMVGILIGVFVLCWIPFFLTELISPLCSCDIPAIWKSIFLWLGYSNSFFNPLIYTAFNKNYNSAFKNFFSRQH
CDK5 inh = inhibitors of human CDK5/p35 kinase. Q00535+Q15078. Recombinant CDK5/p35, ADP-Glo luminescence, 60 min. inhibition, % at 10 µM. hit rate 0.01% among 330,000;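 active means highest replicate inhibition of at least 50% and at least 75% of replicates reaching 50%; inconclusive means only one of the two criteria met; inactive means both criteria failed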;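 further: plate controls were DMSO neutral control for no effect and GW8510 at 10 µM for full effect; many of its hits are not listed in these tables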
Target sequence (Q00535 whole entry, looked up): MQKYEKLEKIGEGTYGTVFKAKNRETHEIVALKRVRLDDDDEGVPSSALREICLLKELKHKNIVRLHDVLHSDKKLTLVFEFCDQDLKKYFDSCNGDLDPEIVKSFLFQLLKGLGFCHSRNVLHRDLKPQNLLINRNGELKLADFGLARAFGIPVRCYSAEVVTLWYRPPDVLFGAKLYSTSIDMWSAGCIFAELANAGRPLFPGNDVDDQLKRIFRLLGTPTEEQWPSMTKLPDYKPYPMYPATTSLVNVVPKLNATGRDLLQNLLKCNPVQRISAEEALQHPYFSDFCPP
Target sequence (Q15078 whole entry, looked up): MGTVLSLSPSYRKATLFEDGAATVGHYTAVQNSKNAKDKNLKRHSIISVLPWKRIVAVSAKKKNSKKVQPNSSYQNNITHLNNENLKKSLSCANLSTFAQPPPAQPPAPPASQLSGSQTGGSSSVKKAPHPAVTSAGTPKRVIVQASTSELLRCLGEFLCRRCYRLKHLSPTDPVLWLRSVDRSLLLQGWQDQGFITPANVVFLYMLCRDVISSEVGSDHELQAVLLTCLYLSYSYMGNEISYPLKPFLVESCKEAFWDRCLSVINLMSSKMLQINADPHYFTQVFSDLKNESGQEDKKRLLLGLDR
SR-BI HDL uptake = mouse SR-BI HDL lipid transfer inhibition; hit rate 0.96% among 320,000; ldlA[mSR-BI] CHO cells, DiI-HDL uptake fluorescence, 3 h; AID 488896; inhibition, % at 12.5 µM; Q61009;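 active means mean replicate inhibition of at least 70% and a set share of replicates each scoring 70 or more; inconclusive means meets just one of the two criteria; inactive means fails both criteria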;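 further: 0% = median of neutral control wells and 100% = median of positive control wells; values of inactives mirror those of a sister screen read the other way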
MITF TRPM1 HTS = increases MITF-driven TRPM1 promoter luciferase signal; SK-MEL-5 TRPM1-promoter luciferase, 24 h; % of positive control, neutral wells = 0; activation, % at 12.5 µM; hit rate 0.75% among 300,000; AID 588334;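 active means mean activation of at least 80% with every replicate also reaching 80%; inconclusive means mean reaches 80% but some replicate falls short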;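 further: 0% = neutral control wells and 100% = parthenolide positive control wells; values of inactives mirror those of a sister screen read the other way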
Rtt109 HAT inh = blocks Candida albicans Rtt109/Vps75 acetyltransferase activity. Q5AAJ8. purified Rtt109/Vps75, ThioGlo CoA-SH fluorescence, 4 h. inhibition, % at 34.9 µM. hit rate 0.16% among 330,000. AID 540336;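 active means inhibition of at least 50% in every replicate; inconclusive means best replicate reaches 50% inhibition but some replicates fall short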
SR-BI uptake up = SR-BI HDL lipid transfer activation; CHO ldlA[mSR-BI] cells, DiI-HDL uptake fluorescence, 3 h; 100 = double the neutral-control signal; activation, % at 12.5 µM; hit rate 0.096% among 320,000; AID 504775;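 active means mean replicate activation of at least 60% and every replicate at or above 60%; inconclusive means mean or all-replicate condition met, but not both; inactive means mean below 60% and not all replicates reaching 60%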;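 further: 0% = median plate neutral-control signal and 100% = twice that signal; values of inactives mirror those of a sister screen read the other way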
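Material – SR-BI-overexpressing, LDLR-lacking CHO cells · Medium – BSA-supplemented, HEPES-buffered Ham's F12, pH 7.4 · Doses – single concentration · Times – compound with DiI-HDL co-incubation, 3 h at 37 °C · Measured by – bottom-read fluorescence, 550/595 nm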
* = called active by the depositor; ? = inconclusive; nt = not tested or not shown. No enrichment for hits. About 4.4% of those tested had a hit in this group.

SMILES | Wnt act | RTF Ca sens act | dFosB act | PvdQ acylase | HTR5A ag ctr | CDK5 inh | SR-BI HDL uptake | MITF TRPM1 HTS | Rtt109 HAT inh | SR-BI uptake up
CC1(C)Cc2c(sc3ncnc(NN)c23)CO1 | 1.6 | -5.5 | 2.3 | -4.7 | -0.3 | -1.5 | 11.0 | -9.4 | 6.0 | -11.0
COc1ccc(C2/C(=C(/O)c3ccccc3)C(=O)C(=O)N2C)c(OC)c1 (stereo not drawn) | 0.3 | -0.8 | 1.3 | -12.1 | 8.0 | 0.1 | 4.6 | -9.3 | -0.4 | -4.6
CC1=C(C)CC(C(=O)NNC(=O)c2csc3c2CCC(C(C)(C)C)C3)C(C(=O)O)C1 (stereo not drawn) | -1.9 | 8.3 | 0.6 | -2.5 | 5.9 | -0.8 | 14.3 | 7.4 | 8.4 | -14.3
Cc1noc(C)c1CN1C(=O)NC(Cc2ccccc2)(Cc2ccccc2)C1=O | -0.3 | -5.1 | -0.1 | -7.8 | -1.6 | 1.3 | -6.3 | 0.1 | -4.2 | 6.3
CCN(CC)CCN(Cc1cc2ccc(C)cc2[nH]c1=O)C(=S)Nc1ccccc1C(=O)OC | -2.7 | -4.8 | -7.7 | 8.3 | -4.8 | -0.2 | -4.2 | 12.7 | 13.0 | 4.2
CC(C)CCNC(=O)Cn1c(=O)oc2cc(S(=O)(=O)N3CC(C)CC(C)C3)ccc21 (stereo not drawn) | -7.5 | 4.2 | 6.2 | -7.4 | 7.0 | 2.2 | -3.3 | nt | -6.7 | 3.3
O=C(Nc1cc(C2CC2)nn1-c1ccccc1)c1ccc(F)cc1 | 5.3 | 2.9 | 7.8 | -5.7 | -1.2 | -0.9 | -13.8 | 3.0 | -6.2 | 13.8
Cc1c(N=Cc2ccco2)c(=O)n(-c2ccccc2)n1C | nt | -3.1 | -10.8 | -12.7 | 2.5 | -0.2 | 0.2 | 1.9 | -11.8 | -0.2
CN(CC(=O)Nc1ccc(N2CCOCC2)cc1)CC(=O)Nc1ccccc1[N+](=O)[O-] | -0.9 | 10.5 | 1.2 | -8.7 | 0.6 | 0.2 | -5.5 | -7.7 | -0.9 | 5.5
CC(Sc1nnc(-c2ccco2)o1)C(=O)Nc1ccc(OC(F)F)cc1 (stereo not drawn) | 1.4 | -3.6 | -5.5 | -9.9 | 2.9 | 1.2 | -6.5 | nt | 0.9 | 6.5
COc1cc(Cl)c(C)cc1NC(=O)COC(=O)c1cc(SC)ccc1Cl | 0.1 | -4.0 | 3.9 | -22.0 | 2.3 | -5.3 | 2.7 | -10.7 | 0.8 | -2.7
O=C(COC(=O)c1ccccc1C(=O)N1CCN(c2ccccc2)CC1)Nc1ccccc1 | -2.8 | 2.5 | -5.7 | -15.4 | -1.2 | -2.9 | 7.2 | -2.8 | 0.6 | -7.2
O=C(CNC(=O)c1ccc(-c2ccccc2)cc1)Nc1cccc(CO)c1 | 7.8 | -1.0 | -10.2 | -8.4 | -0.5 | 0.5 | 10.5 | 13.0 | 3.3 | -10.5
C[C@@H]1CC[C@]2(O[C@@H](CCO)C[C@H](O)[C@H]2O)O1 | 0.6 | 10.8 | -2.8 | -5.0 | 2.1 | -0.1 | 5.9 | -1.3 | 2.4 | -5.9
COCC(=O)Nc1c(C(=O)Nc2cccc(OC)c2)oc2ccccc12 | ? | -2.6 | -46.0 | 9.5 | 1.1 | -1.0 | 17.6 | 97.4* | nt | -17.6
CCOC(=O)c1sc(NC(=O)CSc2ccccn2)c(C#N)c1C | nt | 9.3 | 0.9 | -9.0 | 2.0 | -4.3 | 16.0 | -0.5 | -3.5 | -16.0
Cc1ccc(NC(=O)COC(=O)c2oc3ccccc3c2C)cc1S(=O)(=O)N1CCOCC1 | -2.7 | 4.5 | -0.1 | -3.3 | 0.6 | -0.5 | 18.2 | -4.1 | 1.9 | -18.2
Cc1ccc(CNS(=O)(=O)c2ccc3c(c2)OCCO3)cc1 | -1.6 | -6.0 | -1.6 | -8.7 | -2.5 | -0.1 | -33.6 | 0.7 | -1.1 | 33.6
CCCC1=Nc2cc(C(=O)N3CCC(C(=O)OCC)CC3)ccc2Sc2ccccc21 | -2.3 | 4.0 | -8.3 | -15.9 | -2.3 | -2.6 | 24.8 | -10.0 | 13.6 | -24.8
CC(C)(C)C(=O)Cn1ncc(N2CCOCC2)c(Br)c1=O | -2.0 | 0.6 | -3.9 | -0.8 | 6.5 | -0.5 | -5.7 | 21.8 | -7.8 | 5.7
Cc1ccc(C)c(S(=O)(=O)N2CCNCC2)c1 | -1.5 | 0.1 | 6.8 | -11.9 | 0.3 | -1.9 | -24.4 | 3.8 | 6.3 | 24.4
O=C(c1ccccc1)N1CC(COc2ccccc2)OC(c2ccco2)O1 (stereo not drawn) | -2.2 | -4.0 | -10.7 | -3.3 | 1.8 | -0.5 | -3.0 | nt | 18.4 | 3.0
Cc1nn(Cc2ccccc2)c(=O)c2nn(-c3ccc(Cl)cc3)c(C)c12 | 0.2 | -7.6 | 1.3 | 0.6 | -3.5 | -1.0 | 14.8 | -7.7 | 4.3 | -14.8
Cc1ccc2c(c1)N(C(C)C(=O)NCc1ccccn1)C(=O)CO2 (stereo not drawn) | 2.7 | -0.3 | -1.5 | -3.7 | -0.7 | 0.5 | nt | -3.5 | -7.8 | nt
CSCC[C@H](NS(=O)(=O)c1ccc(C)cc1)C(=O)N1CCC(C(=O)N[C@@H](C)C(=O)O)CC1 | -0.6 | -4.6 | -9.7 | -9.0 | 3.2 | -0.5 | 0.6 | -3.1 | -4.4 | -0.6
COc1cc2c(=O)n(Cc3ccccc3)c(=O)n(CC(=O)NCc3ccco3)c2cc1OC | 0.0 | -4.5 | 31.2* | 0.6 | -1.2 | -0.7 | 16.7 | nt | -0.1 | -16.7
CCOc1ccc(C2CC(c3ccc(OC)cc3)n3ncnc3N2)cc1 (stereo not drawn) | 0.6 | -1.2 | -2.9 | -6.5 | -2.2 | 1.5 | 9.4 | 19.6 | -1.3 | -9.4
COC(=O)N/N=C/c1cccc(OC(=O)c2ccc3c(c2)OCO3)c1 | -0.9 | -6.0 | -21.8 | 4.5 | -1.6 | 0.4 | -6.4 | nt | -4.0 | 6.4
O[C@@H]1CN(C2CCCCC2)CC[C@H]1N1CCN(CCc2ccccc2)CC1 | nt | 16.9 | -3.4 | -20.9 | -0.6 | 0.1 | -5.1 | 3.5 | 1.5 | 5.1
CCN(CC)c1nc(Oc2ccc(C(=O)OC)cc2)nc(N2CCOCC2)n1 | -3.2 | 3.6 | -13.9 | -12.1 | 4.1 | -0.2 | nt | 0.1 | -4.3 | nt
CC1(C)Cc2c(sc(NC(=O)C(=O)N3CCCC3)c2C#N)CO1 | 13.6 | -2.8 | -12.1 | -4.6 | 4.2 | -0.3 | -11.1 | -1.1 | -5.0 | 11.1
COC1CCCN(C(=O)c2cccc(OC3CCN(S(=O)(=O)N(C)C)CC3)c2)C1 (stereo not drawn) | -2.0 | -6.6 | 1.0 | -0.5 | -0.7 | -0.2 | -21.2 | 13.1 | -8.7 | 21.2
COc1ccc2c(c1)CCc1c(C(=O)NCc3ccc(F)cc3)noc1-2 | 0.9 | 1.5 | -7.1 | -5.6 | 0.0 | -0.7 | -8.5 | 5.5 | 1.6 | 8.5
COc1ccc(Cc2noc(-c3ccccc3)n2)cc1OC | 0.2 | -6.2 | -1.5 | -11.7 | -3.4 | -1.1 | 1.2 | 13.3 | -1.1 | -1.2
O=C(CCSc1nnnn1-c1ccccc1)N1CCOCC1 | -2.0 | 3.8 | -5.7 | -17.2 | 2.1 | 0.0 | -6.0 | 8.3 | 0.3 | 6.0
COc1cc(OC)c(OC)cc1CNC(=O)c1cc(=O)[nH]c2ccccc12 | -1.3 | 7.5 | -3.6 | -13.7 | 7.7 | -2.3 | -16.7 | -1.2 | 4.6 | 16.7
CC(=O)c1c(COC(=O)c2ccccc2Cl)nc2ccccc2[n+]1[O-] | 0.8 | 7.5 | -3.0 | 7.9 | -1.2 | 2.9 | 6.3 | 2.8 | 13.6 | -6.3
CCOC(=O)/C(C#N)=C/C1=C(N2CCCC2)CC(C)(CC)OC1 (stereo not drawn) | nt | 0.9 | 1.7 | 1.2 | -5.7 | 1.3 | -15.0 | -6.0 | 7.7 | 15.0
Cc1cc(-c2ccccc2)nc(N/N=C/c2ccco2)n1 | nt | -4.8 | -5.8 | -2.4 | -3.9 | 2.2 | 48.9 | 43.3 | -1.3 | -48.9
Cc1ccc(SCc2cc(=O)[nH]c(/N=C(\N)Nc3ccccc3Sc3ccccc3)n2)cc1 | -0.4 | -1.0 | -5.4 | 2.5 | 0.8 | 3.1 | 13.2 | 15.8 | -0.8 | -13.2
Cc1cc(C)cc(NC(=S)NCc2cccn2C)c1 | -4.7 | 1.4 | 4.6 | -10.9 | 5.9 | -0.4 | 29.2 | -7.8 | -13.1 | -29.3
N[C@@H](Cc1cnc[nH]1)C(=O)Nc1ccc2ccccc2c1 | -4.9 | 2.0 | 6.0 | -13.0 | 2.9 | -6.9 | -8.7 | 11.3 | 9.4 | 8.7
COc1ccc(-c2cc(C(F)F)n3ncc(C(=O)N4CCCCC4)c3n2)cc1 | -0.2 | -11.1 | -21.9 | 3.0 | 5.4 | nt | 66.6 | -3.4 | -29.5 | -66.6
CC(=O)Nc1ccc(Nc2nc3c(S(=O)(=O)c4ccc(C)c(C)c4)nnn3c3ccccc23)cc1 | -1.8 | -5.1 | 4.4 | -19.9 | -1.0 | -6.3 | 8.9 | 5.2 | 1.7 | -8.9
COc1ccc(NC(=O)COC(=O)Cn2c(C)nc3ccccc32)cc1OC | nt | -3.3 | -3.8 | 4.2 | 2.2 | 0.3 | -22.8 | 2.0 | 8.0 | 22.8
CC(C)(C)P(=O)(CO)c1ccccc1 (stereo not drawn) | nt | -2.5 | -2.7 | -5.6 | -3.1 | 0.8 | 4.4 | -5.3 | -1.1 | -4.4
CCCc1nnc(SCC(=O)N2CCCCC2)n1CC1CCCO1 (stereo not drawn) | 1.8 | -5.2 | 0.9 | -12.6 | 0.5 | -0.4 | -15.4 | -12.3 | -4.2 | 15.4
Cc1cc(C)cc(C(=O)n2cnnc2N)c1 | nt | 3.9 | 0.9 | -10.5 | -2.6 | -1.4 | 9.5 | -17.0 | -1.8 | -9.5
Cc1cc(C)n2nnnc2n1 | 1.4 | -6.3 | 0.3 | -2.1 | -1.9 | 0.7 | 5.9 | -6.9 | -3.9 | -5.9
NS(=O)(=O)c1ccc(CCNC(=O)c2ccc(S(=O)(=O)N3CCCCC3)cc2)cc1 | -4.4 | 13.2 | -1.8 | -0.9 | 3.5 | -0.1 | 6.9 | -5.3 | 1.1 | -7.0
